Assay outcomes: PubChem, several laboratories
DAX1 inh-1: NR0B1 (DAX1) inhibition | inhibition, % at 6.75 µM | P51843 | AID 504766 | HEK293 Gal4-DAX1 luciferase reporter, luminescence | hit rate 0.99% among 340,000;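 active = inhibition above the mean over all tested compounds plus 3 SD, cut at about 4.2% in these data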;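 note: 0% = DAX1-transfected cells with DMSO and 100% = empty-vector control cells with DMSO; inhibition shows as a rise in luminescence from relieved DAX1 repression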
ADAM10 inh: inhibits human ADAM10. recombinant ADAM10, EDANS/DABCYL FRET peptide cleavage, 3 h. inhibition, % at 7 µM. hit rate 0.62% among 370,000. AID 720582;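 active = inhibition above a per-campaign cutoff equal to the mean of compounds falling between control-based bounds plus 3 SD, cut at about 20% in these data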;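 note: 0% = DMSO wells while the 100% control is not disclosed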
sPLA2-III inh: Inhibits HGIII-sPLA2 liposome hydrolysis, primary screen; hit rate 0.56% among 370,000; AID 743126; QFRET BODIPY PC-A2 liposome hydrolysis, fluorescence; inhibition, % at 12.2 µM;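 active = inhibition above mean plus 3 SD of compounds lying within the high and low control bounds, cut at about 19% in these data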;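 note: 0% = median of test compound wells and 100% = no enzyme DMSO wells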
hgDAF-12 ag: activates the H. glycines DAF-12 receptor ligand-binding domain; activation, % at 6.8 µM; hit rate 1.8% among 370,000; HEK293 GAL4-hgDAF12 UAS-luciferase reporter, agonist luminescence; normalized to butyrate control;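 active = activation above a cutoff set at the mean of all screened compounds plus 3 SD, cut at about 10% in these data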;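 note: 0% = DMSO wells and 100% = sodium butyrate wells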
FXN GAA850 act: frataxin GAA850 promoter activation; hit rate 0.56% among 360,000; AID 540364; HEK293 lucGAA850 FXN promoter luciferase reporter, 24 h; percent of 10 µM SAHA response; activation, % at 6 µM;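 active = activation above the average of all compounds screened plus 3 SD, cutoff fixed separately per campaign, cut at about 7.5% in these data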;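 note: 0% = DMSO wells and 100% = 10 µM SAHA wells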
NPR1 activator: GC-A (human) enzyme activation; P16066; AID 1671463; HEK293 GC-A cells, cGMP TR-FRET, EC30 ANP; 0% at EC30 ANP, 100% saturating ANP; activation, % at 10 µM; hit rate 0.14% among 370,000; in the data active = activation above about 40%
Target sequence (P16066 whole entry, looked up): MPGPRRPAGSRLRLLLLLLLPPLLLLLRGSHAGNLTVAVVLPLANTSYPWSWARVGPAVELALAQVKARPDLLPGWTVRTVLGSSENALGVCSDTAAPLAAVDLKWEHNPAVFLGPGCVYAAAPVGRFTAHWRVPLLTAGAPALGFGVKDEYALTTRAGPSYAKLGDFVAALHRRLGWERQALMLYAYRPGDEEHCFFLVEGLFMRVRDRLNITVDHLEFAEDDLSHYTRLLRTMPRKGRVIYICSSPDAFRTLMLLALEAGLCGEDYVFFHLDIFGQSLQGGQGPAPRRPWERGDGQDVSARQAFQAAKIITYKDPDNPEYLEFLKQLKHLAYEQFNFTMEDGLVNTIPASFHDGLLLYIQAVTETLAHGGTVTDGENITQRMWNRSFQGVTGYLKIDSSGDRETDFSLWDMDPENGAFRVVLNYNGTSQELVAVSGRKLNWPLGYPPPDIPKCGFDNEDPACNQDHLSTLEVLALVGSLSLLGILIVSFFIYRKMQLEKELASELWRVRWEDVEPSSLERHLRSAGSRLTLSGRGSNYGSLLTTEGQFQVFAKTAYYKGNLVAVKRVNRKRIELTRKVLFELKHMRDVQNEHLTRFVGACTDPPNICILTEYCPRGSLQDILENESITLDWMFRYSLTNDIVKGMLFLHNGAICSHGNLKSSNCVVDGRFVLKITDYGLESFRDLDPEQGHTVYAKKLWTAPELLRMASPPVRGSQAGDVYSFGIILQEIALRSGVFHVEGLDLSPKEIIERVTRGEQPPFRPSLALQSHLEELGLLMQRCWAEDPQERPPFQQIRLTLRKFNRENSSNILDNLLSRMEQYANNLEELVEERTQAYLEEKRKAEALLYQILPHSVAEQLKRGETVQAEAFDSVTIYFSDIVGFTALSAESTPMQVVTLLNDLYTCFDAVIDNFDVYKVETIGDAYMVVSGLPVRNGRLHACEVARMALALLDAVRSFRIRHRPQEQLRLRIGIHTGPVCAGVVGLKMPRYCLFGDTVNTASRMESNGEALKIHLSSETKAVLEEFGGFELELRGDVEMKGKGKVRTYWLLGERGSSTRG
hcDAF-12 act: activators of H. contortus DAF-12 nuclear receptor. HEK293 hcDAF-12 lit1-tk-luc reporter, luminescence; 0% DMSO, 100% Δ7-dafachronic acid. activation, % at 6.8 µM. hit rate 1.4% among 370,000;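 active = activation above the mean of all tested compounds plus 3 SD, cut at about 5.5% in these data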;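 note: 100% = response to 3 µM Δ7-dafachronic acid high control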
DAX1 inh-2: DAX1 (NR0B1) inhibition, primary screen. inhibition, % at 6.8 µM. AID 652010. HEK293T StAR-luciferase reporter, SF-1/DAX-1 repression relief. hit rate 1.1% among 370,000;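 active = inhibition above the mean over all tested compounds plus 3 SD, cut at about 3.6% in these data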;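 note: 0% = DAX-1 cells with DMSO and 100% = cells lacking DAX-1 with DMSO; higher inhibition means more luminescence from relief of DAX-1 repression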
SMARCA2 activ: increases SMARCA2 function in MMTV reporter cells; MG213 cells, MMTV-luciferase reporter, dexamethasone, overnight; activation, % at 9.1 µM; hit rate 1% among 370,000; in the data active = activation above about 7.8%;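 note: 0% = vehicle wells and 100% = reference activator wells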
ssDAF-12 act: S. stercoralis DAF-12 activation, primary screen. hit rate 1% among 370,000. HEK293 ssDAF-12/GRIP1 lit1-tk-luc reporter, luminescence; % of 3 µM dafachronic acid response. AID 652126. activation, % at 6.8 µM;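 active = activation above the mean over all tested compounds plus 3 SD, cut at about 0.9% in these data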;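 note: 0% = DMSO-only wells and 100% = 3 µM delta7-dafachronic acid wells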
GC-B act: GC-B (human) receptor activation. P20594. HEK293-GC-B cells, CNP EC30, cGMP TR-FRET; 0% at EC30 CNP, 100% saturating CNP. activation, % at 10 µM. hit rate 0.11% among 370,000;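 active = activation at 10 µM reaching about 35% in either raw or pattern-adjusted values, limit read from the data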
Active calls of the source: *; i = inactive; . = no result given.

SMILES | DAX1 inh-1 | ADAM10 inh | sPLA2-III inh | hgDAF-12 ag | FXN GAA850 act | NPR1 activator | hcDAF-12 act | DAX1 inh-2 | SMARCA2 activ | ssDAF-12 act | GC-B act
CC(=O)N[C@@H]1[C@@H](O)[C@@H]2OC(c3ccccc3)OC[C@H]2O[C@@H]1N=[N+]=[N-] (some centres undefined) | 0.9 | 4 | 2 | -0.7 | 2.4 | 3 | 1.0 | 0.3 | 2 | 0.3 | 2
O=C(NC1CC2CCC(C1)N2Cc1ccccc1)c1ccccc1Cl (centres undefined) | 2.6 | 2 | 5 | 2.2 | 0.5 | 1 | -0.2 | 0.3 | -1 | -0.9 | -2
CCN1C(=O)[C@H]2[C@@H](c3ccc(C)cc3)N3C(=O)N(c4cccc(Cl)c4)C(=O)[C@@]3(Cc3ccc(Cl)cc3)[C@H]2C1=O | -0.9 | 17 | -19 | -1.4 | 1.4 | -13 | -1.3 | -0.6 | 0 | -1.0 | -20
Cc1ccc(C(=O)NCC(=O)O)o1 | 1.1 | 6 | 5 | 0.9 | 0.5 | 2 | 0.2 | 0.8 | 0 | -0.5 | -3
CCn1c(COc2ccccc2C(N)=O)nc2ccccc21 | 0.3 | -2 | 3 | 0.5 | -0.1 | -2 | 1.0 | 0.1 | 1 | -0.5 | -9
Clc1ccc(Cn2ccc(C3CC3)n2)cc1 | 0.2 | 2 | 1 | 6.9 | 1.5 | -4 | 1.1 | -0.3 | 1 | -0.9 | 1
Cc1cc(C)c2[nH]c(=O)c(C(c3nnnn3Cc3ccc4c(c3)OCO4)N3CCCC3)cc2c1 (centres undefined) | 0.0 | -41 | 0 | -0.1 | 0.0 | 3 | 0.2 | -0.1 | 2 | -1.1 | 2
COc1ccc(OC)c(NC(=O)C2CC(=O)N(c3ccc(Br)cc3)C2)c1 (centres undefined) | 0.8 | -6 | -13 | -0.1 | 4.7 | 0 | -0.2 | -0.4 | 0 | -1.6 | -6
COCCCN1C(=O)C(=O)/C(=C(/O)c2ccc(S(=O)(=O)N3CCOCC3)cc2)C1c1ccc(C(C)C)cc1 (centres undefined) | 0.1 | 0 | -6 | 1.1 | -0.3 | 7 | 2.8 | -0.1 | 0 | -1.1 | 4
CCC1(C)CC(=O)N(c2ccc(F)c(Cl)c2)C(=O)C1 | 1.9 | 0 | -2 | -1.0 | -0.2 | 1 | -1.9 | -0.6 | 1 | -1.1 | 2
CCOc1ccccc1OCC(=O)Nc1ccccc1C(=O)NC1CC1 | 0.0 | -5 | 7 | 0.9 | -1.2 | 2 | -2.0 | 0.4 | -3 | -0.9 | 2
CN(NC(=O)Nc1ccccc1)c1cnn(C)c(=O)c1Cl | . | -5 | -9 | -1.3 | 1.4 | 1 | 1.2 | -0.1 | 1 | -0.9 | 0
O=C(OC1CCc2ccccc2C1=O)c1ccccc1O (centres undefined) | 0.5 | -5 | -14 | 5.1 | -0.2 | -12 | 2.5 | -1.0 | 7 | -0.8 | -10
COc1ccc(C(=O)OCC(=O)Nc2c(C)cccc2C)cc1 | 2.0 | -11 | 8 | -0.7 | -0.4 | 1 | 0.2 | 0.0 | -1 | -0.7 | 1
O=C(c1ccc2c(c1)CCN2S(=O)(=O)c1ccccc1)N1CCN(c2ccccc2F)CC1 | 0.9 | -4 | 2 | -0.1 | -0.1 | 2 | 0.0 | -0.1 | 0 | -0.2 | 1
COc1ccc(NC(=O)C2CCN(S(=O)(=O)c3cccnc3)CC2)cc1Cl | -0.7 | -4 | 6 | 1.2 | 2.1 | -6 | 1.4 | 1.1 | -5 | -0.8 | -8
COc1coc(C(O)C[N+](=O)[O-])cc1=O (centres undefined) | 0.8 | -65 | 0 | 0.1 | 0.1 | 3 | -1.1 | 0.1 | 1 | -1.3 | 7
CC1CC(C)CN(C(=O)COC(=O)c2c[nH]c3ccccc23)C1 (centres undefined) | 0.3 | -5 | -8 | 0.4 | 0.5 | -1 | 4.2 | 0.6 | -2 | -0.6 | 2
C[C@@H](c1ccccc1)N1C[C@@H](COCc2ccccc2)Oc2cc(N3CC[C@@H](N(C)C)C3)ccc2S1(=O)=O | . | 10 | -17 | 0.4 | . | -9 | 1.6 | -0.8 | -5 | -1.4 | 6
CCOc1ccc(Nc2nc(N)c([N+](=O)[O-])c(N3CCOCC3)n2)cc1 | -1.3 | -1 | -2 | 1.2 | 4.1 | -4 | -2.0 | -0.8 | 1 | -0.9 | 4
O=c1[nH]nc(Cc2ccc(-c3ccccc3Cl)o2)c2ccccc12 | -0.2 | -1 | 0 | 2.1 | 0.4 | -2 | 0.2 | -0.2 | -1 | 1.4* | -6
CC1CCN(C(=O)CCn2c(=O)oc3ccc(Cl)cc32)CC1 | -0.3 | -4 | 1 | -0.7 | 1.5 | 0 | 2.5 | 0.5 | -3 | -0.9 | 4
CCCNC(=S)NNC(=O)c1cccs1 | 1.5 | -1 | 8 | 2.5 | 0.7 | 2 | -1.9 | -0.6 | -3 | -1.4 | 8
CCOc1ccc(N2CC(C(=O)NCc3ccco3)CC2=O)cc1 (centres undefined) | 0.0 | 4 | 2 | 1.4 | 2.0 | 0 | -1.6 | 0.2 | 3 | -1.0 | 0
COc1cc(OC)c2c(-c3ccccc3)cc(=O)oc2c1C(CCN1CCCC1)c1ccc2c(c1)OCO2 (centres undefined) | 0.8 | -2 | -13 | -1.4 | 1.3 | -6 | -1.1 | 0.2 | 2 | -1.4 | -10
SMILES | DAX1 inh-1 | ADAM10 inh | sPLA2-III inh | hgDAF-12 ag | FXN GAA850 act | NPR1 activator | hcDAF-12 act | DAX1 inh-2 | SMARCA2 activ | ssDAF-12 act | GC-B act
CCc1cccc(NC(=O)C2CCCN2S(=O)(=O)c2ccccc2C(F)(F)F)c1 (centres undefined) | -0.6 | -4 | -5 | -0.6 | 1.2 | -1 | -2.0 | 0.1 | -3 | -1.2 | 2
COC(=O)c1ccc(CN(Cc2ccc(C(=O)OC)o2)C(C)(C)C)o1 | 0.2 | 6 | 6 | 2.2 | 0.5 | 1 | -1.7 | 0.6 | 2 | -1.3 | 1
C=CCN=C1NC(c2ccccc2C(F)(F)F)C(C(=O)OC)=C(C)N1Cc1ccc(C(F)(F)F)cc1 (centres undefined) | . | 2 | -8 | -0.8 | . | -6 | 0.6 | 0.5 | 0 | -0.9 | -11
Cn1c(SCC(=O)N/N=C/c2cccnc2)nnc1-c1ccccc1 | 2.6 | -3 | 0 | 0.4 | 0.9 | -2 | -2.0 | 0.1 | 2 | -2.2 | -7
COc1cccc(CNC(=O)CSc2nnc3c(n2)[nH]c2ccc(F)cc23)c1 | 2.3 | 4 | -1 | -0.5 | 0.7 | -6 | -1.3 | -0.1 | -1 | -0.6 | -1
CCc1nc2ccc(C(=O)NCc3ccccc3)cc2nc1CC | 2.7 | -4 | -4 | -0.5 | 2.4 | 5 | -1.1 | 0.0 | 0 | -1.7 | 11
O=C(O)c1cc(=O)[nH]c2ccc(S(=O)(=O)Nc3ccc(F)cc3)cc12 | 0.5 | -4 | -2 | 0.1 | 0.5 | -1 | 0.2 | 0.0 | 0 | -1.2 | 3
Cc1cccc(C2Nc3ccccc3C(=O)N2c2ccccc2)n1 (centres undefined) | 0.8 | i | -7 | 1.6 | -1.2 | -7 | 0.5 | 0.3 | 8 | -0.8 | -9
CNC(=O)CS(=O)CC(=O)Nc1cc(OCCOC)c(Cl)cc1Cl (centres undefined) | -0.8 | -3 | 4 | 0.8 | -1.1 | -1 | -0.8 | -0.6 | 4 | -1.1 | 1
Cn1c(C(=O)N2CCN(c3cccc(C(F)(F)F)c3)CC2)cc2sccc21 | -0.3 | 10 | -8 | 0.0 | 0.4 | -1 | -1.7 | -0.3 | -3 | -1.6 | -6
CN(c1ccccc1)S(=O)(=O)c1cccc(C(=O)Nc2ccc(N3CCOCC3)cc2)c1 | -1.9 | 6 | -8 | -3.1 | -2.4 | 0 | -1.7 | -1.9 | -1 | -1.3 | -2
COc1ccc(C2(C)NC(=O)N(Cc3cc(Cl)cc4c3OCOC4)C2=O)cc1OC (centres undefined) | 0.0 | -1 | -8 | -1.2 | 2.1 | -21 | 0.4 | -0.7 | 0 | -0.8 | -15
COc1ccc(CNC(=O)[C@@H](C)NC(=O)[C@@H]2Cc3ccccc3CN2)cc1 | 2.4 | -4 | 2 | 0.4 | -0.4 | 2 | -0.7 | 0.1 | 0 | -1.2 | 0
COc1cc(NC(=O)C/C(C)=N/NC(=O)Cc2ccccc2)c(OC)cc1Cl | -0.6 | 7 | 7 | 1.1 | 1.9 | -5 | 4.5 | -0.8 | -3 | -1.3 | -6
O=C1Nc2ccccc2C1=Nc1ccc(Cl)cc1 | 0.2 | -3 | 2 | 2.6 | 0.0 | -13 | -0.6 | -0.2 | -1 | -0.8 | 2
COC(=O)c1ccc(OC)c(NS(=O)(=O)c2ccc(-n3cnnn3)cc2)c1 | 0.6 | 1 | -9 | -0.6 | 0.8 | -1 | -1.9 | 0.3 | 0 | -1.1 | -3
CC(C)CN(C(=O)COC(=O)c1cc2ccccc2cc1O)c1c(N)n(Cc2ccccc2)c(=O)[nH]c1=O | -1.7 | -15 | -5 | 1.7 | 0.1 | -5 | -2.2 | -2.2 | -2 | -1.0 | -6
O=C(Nc1cccc(NC(=O)C2CC3CCCC(C2)C3=O)n1)C1CC2CCCC(C1)C2=O (centres undefined) | -1.1 | 1 | -10 | -3.6 | -1.3 | 7 | -2.5 | -1.6 | 0 | -1.6 | 2
COc1cccc(NC(=O)Cc2cccs2)c1 | -0.5 | -5 | -1 | 1.3 | 0.1 | 2 | -0.7 | 0.9 | 2 | -0.9 | 1
CSCCC(C(=O)O)N1C(=O)c2ccc(C(=O)O)cc2C1=O (centres undefined) | 0.0 | -3 | 0 | 1.2 | 1.1 | 1 | -0.6 | 0.4 | 5 | -1.5 | -4
O=C(CNC(=O)c1cccc(F)c1)N/N=C/c1cccnc1 | 0.2 | 4 | 4 | -2.1 | 0.9 | 0 | -0.1 | 0.5 | 3 | -0.3 | 1

Profiles as entered above. Order of screens: DAX1 inh-1	ADAM10 inh	sPLA2-III inh	hgDAF-12 ag	FXN GAA850 act	NPR1 activator	hcDAF-12 act	DAX1 inh-2	SMARCA2 activ	ssDAF-12 act	GC-B act
C=CCN=C1NC(c2ccccc2C(F)(F)F)C(C(=O)OC)=C(C)N1Cc1ccc(C(F)(F)F)cc1 (centres undefined) in the list: .	2	-8	-0.8	.	-6	0.6	0.5	0	-0.9	-11
O=C1Nc2ccccc2C1=Nc1ccc(Cl)cc1 in the list: 0.2	-3	2	2.6	0.0	-13	-0.6	-0.2	-1	-0.8	2
COC(=O)c1ccc(OC)c(NS(=O)(=O)c2ccc(-n3cnnn3)cc2)c1 in the list: 0.6	1	-9	-0.6	0.8	-1	-1.9	0.3	0	-1.1	-3
COc1ccc(CNC(=O)[C@@H](C)NC(=O)[C@@H]2Cc3ccccc3CN2)cc1 in the list: 2.4	-4	2	0.4	-0.4	2	-0.7	0.1	0	-1.2	0
Cn1c(C(=O)N2CCN(c3cccc(C(F)(F)F)c3)CC2)cc2sccc21 in the list: -0.3	10	-8	0.0	0.4	-1	-1.7	-0.3	-3	-1.6	-6
